Mdm2-MdmX inh: inhibitors of human Mdm2/MdmX interaction. O15151+Q00987. SaOS-2 split-luciferase Mdm2/MdmX complementation, luminescence. inhibition, % at 8 µM. 3% of 330,000 active;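 active = inhibition of at least 50% at 8 µM in the primary screen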
CXCR6 block: CXCR6 (human) receptor inhibition | O00574 | AID 602244 | 0.36% of 360,000 active | inhibition, % at 20 µM | CHO-K1 PathHunter CXCR6 beta-arrestin, luminescence; in the data active = inhibition above about 34%, passing the limit was not always enough;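 also: antagonist mode with CXCL16 agonist at 10 nM final; 0% = 10 nM CXCL16 with DMSO and 100% = unstimulated wells without agonist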
Target sequence (O00574 whole entry, looked up): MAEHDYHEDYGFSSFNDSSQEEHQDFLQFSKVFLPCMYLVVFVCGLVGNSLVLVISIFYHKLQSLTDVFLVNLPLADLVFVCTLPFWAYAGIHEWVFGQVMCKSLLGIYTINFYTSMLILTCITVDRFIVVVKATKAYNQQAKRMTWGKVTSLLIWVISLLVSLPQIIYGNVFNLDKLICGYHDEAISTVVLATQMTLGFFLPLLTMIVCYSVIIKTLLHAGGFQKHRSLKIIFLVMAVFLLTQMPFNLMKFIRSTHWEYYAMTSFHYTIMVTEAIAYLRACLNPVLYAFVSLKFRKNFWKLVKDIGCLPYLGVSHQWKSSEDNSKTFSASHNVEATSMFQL
UPR CHOP act: apoptotic UPR (CHOP) activation; CHO-CHOP luciferase reporter, luminescence; percent of tunicamycin response over DMSO baseline; activation, % at 10 µM; AID 449763; 0.34% of 330,000 active;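 active = at 10 µM dose, activation of 40% or more, normalized to positive control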;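 also: 100% = tunicamycin at 10 µg/mL and 0% = DMSO alone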
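System: CHO-CHOP luciferase reporter cell line | Buffer or medium: F12 medium containing 10% fetal bovine serum | Doses: One dose, 10 µM in 0.5% DMSO | Times: 6 h compound exposure at 37 °C after overnight seeding | Signal: Luciferase luminescence | Read-out: % activation vs tunicamycin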
APJ agonist: agonists of human APJ apelin receptor; CHO-K1 APJ PathHunter beta-arrestin, luminescence; 0% DMSO wells, 100% apelin; activation, % at 20 µM; 0.11% of 330,000 active; P35414;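 active = activation more than six SD over the plate average, tested at 20 µM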;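 also: 0% = DMSO alone and 100% = apelin-13 at 10 nM; some results filed as inactive read as strong as hits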
Target sequence (P35414 whole entry, looked up): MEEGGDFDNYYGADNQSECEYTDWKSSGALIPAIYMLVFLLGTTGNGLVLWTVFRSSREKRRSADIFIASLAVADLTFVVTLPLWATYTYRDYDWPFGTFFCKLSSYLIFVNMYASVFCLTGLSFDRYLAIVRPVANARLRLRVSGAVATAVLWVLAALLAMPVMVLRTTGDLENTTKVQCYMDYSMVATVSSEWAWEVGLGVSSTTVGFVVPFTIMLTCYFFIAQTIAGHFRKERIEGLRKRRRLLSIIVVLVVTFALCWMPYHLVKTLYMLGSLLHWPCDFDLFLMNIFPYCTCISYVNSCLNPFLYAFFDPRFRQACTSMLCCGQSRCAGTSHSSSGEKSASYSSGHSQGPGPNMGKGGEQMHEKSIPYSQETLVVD
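Assay system: CHO-K1 APJ beta-arrestin complementation cell line / Compound: single test compound dose, 20 µM final, 1% DMSO / Times: overnight seeding, 90 min compound at 25 °C, 1 h detection / Technique: beta-gal luminescence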
EBI2 block: EBI2 (human) antagonism; P32249; EBI2 beta-arrestin recruitment, luminescence, 7a,25-OHC stimulated; inhibition, % at 5 µM; 0.81% of 360,000 active; AID 651636; in the data active = inhibition above about 38%;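 also: enzyme fragment complementation signal reports receptor beta-arrestin coupling in cells; 0% = agonist plus DMSO wells and 100% = wells without agonist; some results beyond the cut were filed as inactive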
Target sequence (P32249 whole entry, looked up, the tested form may be a part): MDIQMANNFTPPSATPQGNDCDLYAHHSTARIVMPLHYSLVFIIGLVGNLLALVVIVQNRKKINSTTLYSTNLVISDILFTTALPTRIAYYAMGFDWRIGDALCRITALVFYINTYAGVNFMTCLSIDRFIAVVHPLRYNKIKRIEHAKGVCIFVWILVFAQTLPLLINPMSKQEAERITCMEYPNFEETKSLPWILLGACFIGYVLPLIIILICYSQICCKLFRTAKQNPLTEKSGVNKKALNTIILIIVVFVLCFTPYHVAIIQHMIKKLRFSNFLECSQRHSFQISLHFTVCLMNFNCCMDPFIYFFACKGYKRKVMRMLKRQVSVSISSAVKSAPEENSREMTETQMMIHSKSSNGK
APJ antagonist: antagonists of human APJ apelin receptor; P35414; CHO-K1 APJ beta-arrestin complementation, luminescence; inhibition, % at 20 µM; 0.32% of 330,000 active; AID 2521;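 active = inhibition above about 40% at 20 µM, limit read from the data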;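 also: cells challenged with 10 nM apelin-13 agonist together with compound; plate controls were apelin-13 plus DMSO wells for no effect and DMSO wells lacking apelin-13 for full effect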
CCR6 antag: CCR6 (human) receptor antagonism. CHO-K1 CCR6 PathHunter beta-arrestin, luminescence, CCL20-stimulated. inhibition, % at 20 µM. AID 493098. 0.49% of 340,000 active;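 active = compounds whose inhibition of the agonist-driven luminescence signal at 20 µM reaches about 50%, limit read from the data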;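 also: cells stimulated with CCL20 at 14 nM final; plate controls were DMSO with CCL20 for no effect and DMSO without agonist for full effect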
XBP1 UPR activ: activators of adaptive arm of unfolded protein response (XBP1); 0.33% of 330,000 active; CHO-XBP1 luciferase reporter, IRE1-XBP1 UPR activation, luminescence; percent of tunicamycin response, DMSO as zero; activation, % at 20 µM;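 active = versus positive control, 20 µM dose yields 30% or more activation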;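 also: 100% = tunicamycin at 10 µg/mL and 0% = DMSO only wells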
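incubation = overnight seeding at 37 °C, 6 h compound treatment at 37 °C | assay system = CHO-XBP1 cells stably carrying IRE1-XBP1-driven luciferase reporter | input = 1000 cells per well | detection = luciferase luminescence | dosing = single point, 20 µM final compound, 1% DMSO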
tim23-1 inh: growth inhibitors of tim23-1 mutant yeast; S. cerevisiae tim23-1 growth, BacTiter-Glo luminescence, 24 h; inhibition, % at 20 µM; 1.3% of 330,000 active;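 active = growth inhibition of the mutant yeast at or above 50%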;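 also: temperature-sensitive mutant grown at 25 °C; plate controls were DMSO-treated mutant yeast for no effect and medium wells lacking yeast for full effect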
Starred values were filed as active, the others as inactive; · = not tested or not shown. An excerpt, so the mix of outcomes need not match the whole.

SMILES | Mdm2-MdmX inh | CXCR6 block | UPR CHOP act | APJ agonist | EBI2 block | APJ antagonist | CCR6 antag | XBP1 UPR activ | tim23-1 inh
O=C(COc1ccc(F)cc1)c1ccc2c(c1)CCCC2 | -236 | -8 | 5.9 | -1 | 47* | 4 | 27 | 9 | 12
Cc1cccc(NC(=O)CSc2ncnc3sc(C)c(C)c23)n1 | 21 | 11 | 0.7 | 5 | 14 | 8 | 5 | 0 | 34
COc1ccc(C(=O)N2CCN(C)C(=O)[C@@H]2C)cc1OC1CCN(C(C)C)CC1 | 18 | 4 | 1.3 | -4 | 7 | 3 | -1 | -1 | -16
O=C(Nn1cnnc1)c1ccc(Cl)c([N+](=O)[O-])c1 | -41 | -2 | -0.4 | -1 | -24 | 6 | 22 | 5 | 3
COc1cccc(/C=N/NC(=O)C(C)Cn2cnc3ccccc32)c1 (stereo unspecified) | 13 | -7 | 0.9 | 1 | -1 | 2 | 8 | 0 | 18
CCOc1ccc(C(=O)CCC(=O)N2CCN(c3ncccn3)CC2)cc1 | 2 | -4 | 0.7 | -2 | -8 | -7 | -2 | -1 | 19
O=[N+]([O-])c1cc(S(=O)(=O)N2CCCCC2)ccc1NCCCN1CCOCC1 | 7 | -4 | 1.7 | -4 | 1 | -7 | 7 | 0 | 7
O=[N+]([O-])c1ccc(S(=O)(=O)NNC(=S)NCCc2ccccc2)cc1 | 3 | -1 | 1.5 | -1 | -5 | -7 | -6 | 1 | -7
COc1cc(C2NC(=O)NC(C)=C2C(=O)OC2CCCCC2)cc(Cl)c1O (stereo unspecified) | 22 | 8 | -1.2 | 1 | -24 | 4 | 4 | 3 | 0
COc1ccc(S(=O)(=O)NCC(=O)NCc2cc(=O)n(C)c(=O)n2C)cc1 | 2 | -1 | 6.9 | -3 | -4 | -16 | 3 | -2 | -9
COc1ccc(C(=O)Nc2nncs2)c(OC)c1 | -33 | -7 | 1.9 | 0 | 1 | 6 | -4 | 1 | 1
COCCn1c(SCC(=O)Nc2cccc(OC)c2)nc2c(oc3ccccc32)c1=O | 13 | -10 | 3.0 | -4 | 3 | 3 | 13 | 1 | 5
Cc1ccc(NC(=O)Cc2ccsc2)cc1S(=O)(=O)N1CCOCC1 | 5 | 0 | -1.4 | -1 | -12 | -8 | 3 | -2 | 3
Cc1cc(C(=O)COC(=O)CC(NC(N)=O)c2ccc(Cl)cc2)c(C)n1C (stereo unspecified) | -2 | 10 | 0.6 | -2 | -8 | 9 | -1 | 2 | 5
Cc1cc(Nc2ccc3c(c2)OCCO3)c2cccc(C)c2n1 | 7 | 0 | 1.5 | -5 | 1 | 9 | 19 | -2 | 15
COC(=O)C1(O)CC(CC(C)C)=NN1C(=O)c1ccccc1 (stereo unspecified) | -1 | -5 | -2.8 | -3 | -39 | 7 | 2 | 3 | 21
CCOc1ccc(N2C(=O)CC(N3CCN(c4ccccc4OC)CC3)C2=O)cc1 (stereo unspecified) | -8 | 0 | -0.3 | -2 | -6 | -25 | -6 | -2 | 13
Cc1ccccc1CN1CCN(CCCc2ccccc2)C(CCO)C1 (stereo unspecified) | 16 | 1 | -0.3 | 0 | 14 | 15 | 16 | -3 | -2
Cc1cccc(OCC(=O)NC(=S)Nc2ccc(S(=O)(=O)NC3CCCCC3)cc2)c1 | 24 | 20 | 7.1 | -3 | 20 | 9 | 41 | -3 | 16
COCCNC(=O)/C(C#N)=C/c1cc(C(C)C)c(OC)cc1C | 14 | 6 | 1.0 | 4 | 4 | -8 | 22 | 2 | 47

Overlap with the part before: two compounds, then new ones.
SMILES | Mdm2-MdmX inh | CXCR6 block | UPR CHOP act | APJ agonist | EBI2 block | APJ antagonist | CCR6 antag | XBP1 UPR activ | tim23-1 inh
Cc1cccc(OCC(=O)NC(=S)Nc2ccc(S(=O)(=O)NC3CCCCC3)cc2)c1 | 24 | 20 | 7.1 | -3 | 20 | 9 | 41 | -3 | 16
COCCNC(=O)/C(C#N)=C/c1cc(C(C)C)c(OC)cc1C | 14 | 6 | 1.0 | 4 | 4 | -8 | 22 | 2 | 47
O=S(=O)(c1ccccc1)c1nc(-c2cccc(Cl)c2)oc1N1CCOCC1 | 18 | -5 | 0.6 | -4 | 6 | -4 | 30 | -6 | 29
Cc1ccc(S(=O)(=O)NCCC(=O)Nc2cccc(S(=O)(=O)N3CCCC3)c2)cc1C | 8 | -1 | 1.5 | 2 | 10 | 3 | 6 | -6 | 13
O=C(COC(=O)CNC(=O)c1ccccc1)Nc1nnc(-c2ccccc2)o1 | 23 | 0 | -1.8 | -1 | -9 | 0 | 7 | -6 | 1
CCOc1ccc(S(=O)(=O)Nc2nc3cc(OC)ccc3s2)cc1 | 21 | 0 | -0.4 | 1 | 1 | 12 | 12 | -2 | 7
COc1ccccc1N1CCN(Cc2cnc3ccc(Cl)cn23)CC1 | 21 | -5 | 1.1 | -3 | 0 | 2 | 7 | -2 | 19
CCn1c2ccccc2c2cc(NC(=O)COc3ccccc3)ccc21 | 0 | -2 | -1.5 | -4 | 4 | -8 | 12 | -1 | 7
Cc1ccc(NC(=O)CCCCCN2C(=O)c3ccccc3C2=O)nc1 | -2 | 3 | 0.6 | -1 | 1 | 3 | 19 | 2 | -3
O=C(O)COc1ccc2oc3c(c2c1)CCCC3 | -2 | -10 | 1.3 | 6 | 12 | 3 | 9 | -6 | 7
C[C@H](CO)N1C[C@H](C)[C@@H](CN(C)S(=O)(=O)c2cn(C)cn2)Oc2ccc(NC(=O)NC3CCCCC3)cc2C1=O | 10 | 5 | -0.4 | -1 | -5 | 2 | 10 | 1 | -9
CC(C)CCOC(=O)/C(=C/c1ccco1)NC(=O)/C=C/c1ccccc1 | -12 | 3 | -1.5 | -1 | 11 | 1 | -4 | -3 | 38
CC(C)=CCC/C(C)=C/CC/C(C)=C/COc1ccc2ccc(=O)oc2c1 | 6 | -7 | 1.1 | -3 | 3 | 8 | 4 | -1 | 10
C=CCc1ccccc1OCC(=O)N/N=C/c1ccc(OC(C)=O)cc1OC(C)=O | 52* | -12 | -3.4 | -1 | -4 | -12 | -5 | 1 | 63*
Cn1c(/C=C/c2cccc([N+](=O)[O-])c2)c([N+](=O)[O-])c(=O)n(C)c1=O | 84* | 4 | 0.0 | -4 | -42 | 22 | 10 | -3 | 25
CCCCn1c(N)c(N(CCC(C)C)C(=O)c2oc3ccc(OCC)cc3c2C)c(=O)[nH]c1=O | -8 | 3 | 0.8 | -7 | -10 | -17 | 10 | 2 | 10
O=C1COc2ccc(C(=O)COC(=O)COc3ccccc3[N+](=O)[O-])cc2N1 | 0 | 5 | 0.6 | -2 | 4 | 15 | 8 | -4 | 9
CCC/C(=N\NC(=O)C1CCCC1)c1ccccc1 | 16 | 1 | -0.4 | -1 | 0 | 2 | 15 | -10 | 1
CCC1CN(C(=O)N2CCC(C(=O)NCCc3ccccc3OC)CC2)c2ccccc2O1 (stereo unspecified) | 21 | -1 | -2.1 | 0 | 5 | 9 | 13 | -7 | -2
CNC(=O)C1=C(C)NC(=S)NC1c1cccs1 (stereo unspecified) | 14 | -3 | -1.6 | -2 | -13 | -10 | 11 | -1 | -2
O=C(C(=O)N1CCCC1)c1c(-c2ccccc2)[nH]c2ccccc12 | -21 | -4 | 0.1 | -4 | -8 | 10 | -2 | 3 | 27
COC(=O)CCC(=O)NNC(=O)c1ccc(Br)cc1 | -14 | -3 | 0.0 | 2 | -1 | 10 | -4 | 1 | -1

Looked up one by one from the entries so far:
SMILES | Mdm2-MdmX inh | CXCR6 block | UPR CHOP act | APJ agonist | EBI2 block | APJ antagonist | CCR6 antag | XBP1 UPR activ | tim23-1 inh
Cc1ccc(S(=O)(=O)NCCC(=O)Nc2cccc(S(=O)(=O)N3CCCC3)c2)cc1C | 8 | -1 | 1.5 | 2 | 10 | 3 | 6 | -6 | 13
O=S(=O)(c1ccccc1)c1nc(-c2cccc(Cl)c2)oc1N1CCOCC1 | 18 | -5 | 0.6 | -4 | 6 | -4 | 30 | -6 | 29

(list continues)
SMILES | Mdm2-MdmX inh | CXCR6 block | UPR CHOP act | APJ agonist | EBI2 block | APJ antagonist | CCR6 antag | XBP1 UPR activ | tim23-1 inh
COc1ccc(Cc2nnc(NC(=O)C3CC(=O)N(c4ccc(OC)cc4)C3)s2)cc1 (stereo unspecified) | 22 | -1 | -0.1 | 2 | -13 | 6 | 7 | -1 | -1
Cn1c(NC(=O)CCC2CCCCC2)cc(=O)n(C)c1=O | -92 | -2 | 5.1 | 0 | 3 | -10 | 9 | 4 | 22
Cc1cccc(NC(=S)NCc2ccc(F)cc2)c1 | -2 | -24 | -1.0 | -2 | -7 | -6 | 4 | 1 | 32
O=c1[nH]c(NC2CCN(S(=O)(=O)c3ccccc3C(F)(F)F)CC2)nc2c1CCCC2 | 27 | -8 | 5.7 | 12 | -15 | -21 | -36 | -4 | -2
O=C(NCCS(=O)(=O)c1ccc(Cl)cc1)c1ccc(F)cc1 | -42 | -11 | -0.1 | -2 | -5 | -3 | 4 | -1 | 4
COc1cc2c(cc1OC)C(C)N(C(=O)c1cc3c(C)cc(C)cc3[nH]1)CC2 (stereo unspecified) | 67* | 1 | -1.2 | 3 | 22 | 4 | -7 | -2 | 39
Cc1c(NC(=O)c2ccc(CN3CCc4ccccc4C3)cc2)c(=O)n(-c2ccccc2)n1C | -3 | 4 | 0.1 | 0 | 5 | -5 | 10 | -4 | -1
O=[N+]([O-])c1ccc(C=Nc2ccc(Cl)c([N+](=O)[O-])c2)s1 | 12 | 0 | 61* | -1 | -4 | -33 | · | -3 | 51*
Cc1nc([N+](=O)[O-])nn1C12CC3CC(CC(Br)(C3)C1)C2 | -45 | -4 | -1.8 | 4 | 9 | -10 | 2 | -1 | 31
COc1ccc2cc(CCl)c(Cl)nc2c1 | 3 | -7 | 1.0 | -1 | -4 | 0 | -24 | 5 | 5
O=C(c1ccc(S(=O)(=O)N2CCCCC2)cc1)N(c1ccccn1)C1CCCCC1 | -4 | 2 | -2.1 | -1 | 1 | -8 | 12 | 2 | -7
Cc1ccc(N2C(=O)c3ccccc3C2C(=O)c2ccc(C)c(C)c2O)cc1 (stereo unspecified) | 4 | 0 | 2.5 | 1 | 1 | 3 | 9 | 0 | 41
COc1ccc(NC(=S)NCCc2ccccc2OC)c(OC)c1 | 11 | 1 | -0.9 | -3 | 10 | 0 | 16 | 2 | 33
COc1cccc(-c2nc(CS(=O)CC(=O)NCc3ccc(F)cc3)c(C)o2)c1 (stereo unspecified) | 17 | -1 | -2.3 | -6 | -1 | 16 | 15 | -4 | 15
COc1cc(/C=C2/C(=N)N3N=C(CC(=O)N4CCOCC4)SC3=NC2=O)ccc1OCc1ccccc1F | -36 | -1 | -0.5 | -1 | -14 | 23 | 17 | 0 | -3
Cn1c(-c2cc3ccc(OC(=O)C(C)(C)C)cc3oc2=O)nc2ccccc21 | -73 | -4 | 2.8 | 2 | -37 | -29 | -5 | 3 | 20
Cc1cc2oc(=O)cc(COC(=O)c3n[nH]c4ccccc34)c2cc1C | -4 | 5 | 5.5 | 2 | 12 | 12 | 2 | 1 | 0
CCOC(=O)c1n[nH]c(=O)c2ccccc12 | 9 | -1 | -0.8 | -2 | -1 | 20 | 9 | -5 | 5

Screening results: PubChem BioAssay, Sanford-Burnham Center for Chemical Genomics
